# Screening data: PubChem BioAssay, National Center for Advancing Translational Sciences (NCATS)
# HepG2 tox: HepG2 cytotoxicity, counter-screen for TGF-b inhibitors; Potency, µM (titrated, usually from 46.1 µM), without a hit: at the top dose activity change, negative = cytotoxicity, usual class: cytotoxic; HepG2 CAGA-GFP viability, ATP luminescence, 18 h; 0.76% of 410,000 active; note: potency is the fitted concentration of half-maximal effect; some results filed as inactive show a strong effect at the top dose
#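 CellTiter-Glo luminescence gave cytotoxicity after 18 hours at 37 degrees C. The cells were HepG2 CAGA-GFP in 1% FBS DMEM, stimulated with 500 pg/mL TGF-beta after compound addition. %Activity was normalised to no-cell wells (complete cell-killing) and DMSO (no toxicity), and curves were fitted and classified.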
# ATXN2 expr inh: inhibitors of ATXN2 expression; HEK-293 ATXN2-luciferase reporter, luminescence, 24 h; Potency, µM (titrated, usually from 57 µM), for inactives: at the top dose activity change, negative = inhibition, most hits filed as inhibitors; 0.72% of 360,000 active; note: potency is the fitted concentration of half-maximal effect; % is set by controls: 0 for no effect and ±100 for the full control effect; nearly all actives have a fitted effect of over 55% in size
#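 ATXN2-luciferase reporter cells (luciferase flanked by upstream and downstream ATXN2 gene portions) were treated 24 h at 37 °C with compounds at up to 57 uM. SteadyGlo luminescence gave expression; GF-AFC fluorescence gave viability.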
# IL2 activator: activates IL-2 in a cell-based reporter assay; IL-2 activation reporter assay, cell-based qHTS; stimulated with anti-CD3/CD4/CD28 beads; in transgenic mouse T cells; activation, % (series mostly up to about 46 µM); 0.065% of 360,000 active; in the data active = activation above about 50%; inconclusive = mostly about 30% to 49%; note: 0% is about no effect
#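 Screening format: compound pinned onto unstimulated transgenic mouse T cells, 60 min incubation, then anti-CD3/anti-CD4/anti-CD28 bead stimulation for 18 hours at 37 degrees C, followed by EGFP and DsRed detection.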
# EPAC2 agonist: agonists of human EPAC2 (RAPGEF4) | Q8WZA2 | EPAC2 activation, biochemical qHTS; response scale: 100% = 6.5 mM cAMP response | Potency, µM (titrated, usually from 154 µM), for the others: top-dose activation, most hits filed as activators | 0.079% of 360,000 active | AID 720711; note: potency is the fitted concentration of half-maximal effect; nearly all actives have a fitted effect of over 50% in size
# Target sequence (Q8WZA2 whole entry, looked up): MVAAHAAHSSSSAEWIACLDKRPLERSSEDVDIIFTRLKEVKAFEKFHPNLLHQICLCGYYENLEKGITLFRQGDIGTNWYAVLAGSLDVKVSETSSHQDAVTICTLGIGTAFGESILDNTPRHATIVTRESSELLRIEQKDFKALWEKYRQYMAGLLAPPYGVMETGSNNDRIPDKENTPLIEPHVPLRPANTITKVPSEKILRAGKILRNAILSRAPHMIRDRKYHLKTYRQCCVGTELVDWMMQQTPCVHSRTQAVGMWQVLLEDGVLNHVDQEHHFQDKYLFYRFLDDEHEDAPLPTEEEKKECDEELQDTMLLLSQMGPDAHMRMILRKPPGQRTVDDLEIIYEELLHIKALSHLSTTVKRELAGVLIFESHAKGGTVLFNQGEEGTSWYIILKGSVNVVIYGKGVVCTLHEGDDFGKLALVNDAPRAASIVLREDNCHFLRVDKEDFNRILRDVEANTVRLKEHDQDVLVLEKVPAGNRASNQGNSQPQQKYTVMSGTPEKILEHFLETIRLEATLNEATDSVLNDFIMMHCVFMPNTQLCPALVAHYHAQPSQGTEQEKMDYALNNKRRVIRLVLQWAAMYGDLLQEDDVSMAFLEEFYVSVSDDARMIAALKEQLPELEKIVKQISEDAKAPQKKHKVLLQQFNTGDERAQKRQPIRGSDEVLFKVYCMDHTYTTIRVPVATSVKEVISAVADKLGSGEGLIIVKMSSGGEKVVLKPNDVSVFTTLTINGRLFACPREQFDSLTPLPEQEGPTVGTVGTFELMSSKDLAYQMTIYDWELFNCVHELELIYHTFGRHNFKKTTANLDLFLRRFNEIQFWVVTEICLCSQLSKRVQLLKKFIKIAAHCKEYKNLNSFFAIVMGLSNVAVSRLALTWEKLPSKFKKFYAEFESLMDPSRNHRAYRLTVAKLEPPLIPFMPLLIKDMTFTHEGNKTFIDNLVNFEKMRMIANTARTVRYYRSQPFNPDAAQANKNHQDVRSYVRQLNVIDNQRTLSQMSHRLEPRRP
#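 Setup: EPAC2 100 nM, labeled Rap1B complex 250 nM, free GDP 50 uM. Compound titrations pinned in, brief spin, 5 min room temperature incubation. Kinetic fluorescence read over 30 min, normalized to 6.5 mM cAMP.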
# ATXN viability: reduces viability in counter-screen for ATXN expression inhibitors; S2 cells (HEK-293 line with an ATXN2-luciferase reporter) viability, CellTiter-Fluor protease fluorescence, 24 h; Potency, µM (doses to about 56.7 µM), hits mostly cytotoxic; 0.49% of 400,000 active; note: potency is the fitted concentration of half-maximal effect; nearly all actives have a fitted effect of over 40% in size
# A549 tox: kills or reduces viability of A549 cells in Nrf2 counter-screen. A549 ARE-Fluc cells, CellTiter-Fluor viability, 18-24 h. Potency, µM (top dose mostly 46 µM), for the others: top-dose activity change, negative = cytotoxicity, hits mostly inhibitors. 0.16% of 390,000 active. AID 504648; note: potency is the fitted concentration of half-maximal effect; % is set by controls: 0 for no effect and ±100 for the full control effect
#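 A549 ARE_Fluc cells in 5% FBS OPTI-MEM were exposed to compounds in concentration-response for 18-24 h at 37 deg C. Viability was read by CellTiter-Fluor fluorescence (Ex 405/Em 525) after 30 min, before the luciferase read.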
# TGFb SMAD3 inh: blocks TGF-b signaling | 1.2% of 410,000 active | Potency, µM (top dose mostly 46.1 µM), inactives show top-dose activity, negative = inhibition, actives largely listed as inhibitors | AID 588855 | HepG2 CAGA-GFP TGF-b/SMAD3 reporter, GFP fluorescence, 18 h; TGF-beta stimulated, 500 pg/mL final; note: potency is the fitted concentration of half-maximal effect; % is set by controls: 0 for no effect and ±100 for the full control effect; nearly all actives have a fitted effect of over 65% in size
#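 TGF-beta reporter screen: HEPG2 CAGA-GFP, 1% FBS, 500 pg/mL TGF-beta final, 18 h; per-cell GFP summed per well; curves fitted and categorized by class.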
# Nrf2 activator: activators of Nrf2 (ARE) signaling; Potency, µM (top dose mostly 46.1 µM), without a hit: at the top dose activation, hits mostly activators; AREc32 ARE-luciferase reporter (MCF7-derived line), luminescence, 24 h; 0.31% of 410,000 active; note: potency is the fitted concentration of half-maximal effect; % of control where 0% means no effect; nearly all actives have a fitted effect of over 65% in size
#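 Quantitative high-throughput format: AREc32 reporter cells, 1000 per well, received compound by pin transfer and were incubated 24 hr at 37 deg C, 5% CO2, before Steady-Glo luminescence detection.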
# Nrf2 inh: inhibitors of Nrf2 signaling; Potency, µM (series often up to 46 µM), for inactives: top-dose activity change, negative = inhibition, most hits filed as inhibitors; 2.1% of 360,000 active; A549 ARE-Fluc reporter, luciferase luminescence, 18-24 h; note: potency is the fitted concentration of half-maximal effect; % is set by controls: 0 for no effect and ±100 for the full control effect; nearly all actives have a fitted effect of over 60% in size
#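 Nrf2 activity is the BugLite luminescence, read 15 min after reagent at room temperature, following CellTiter-Fluor cytotoxicity readout (30 min, 37C). Compound titrations were applied for 18-24 h to 5000 A549 ARE_Fluc cells/well in 5% FBS OPTI-MEM.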
# The depositor's hits bear a star; i = inactive; ? = inconclusive; . = no result given; & = joins results of further samples; [ ] = another dose, or the depositor's remark. Unless noted, calls come from the whole dose curve; as a rule, active = well fitted curve in the direction sought with a large enough effect; inconclusive = small, poorly fitted or top-dose-only effect, or another doubt; inactive = no such curve, though single readings can be large; an effect the other way counts as inactive or inconclusive.
item	SMILES	IL2 activator	EPAC2 agonist	Nrf2 activator	Nrf2 inh	TGFb SMAD3 inh	ATXN2 expr inh	A549 tox	HepG2 tox	ATXN viability
1	CC1CCN(c2c(NCc3ccc(C(=O)NCc4cccnc4)cc3)c(=O)c2=O)CC1	2.5	-3%	-1.5%	8%	-1%	2%	-7%	-20%	i
2	CCOC(=O)C1CCCN(c2cc(C)nc3cc(-c4ccc(F)cc4)nn23)C1 (configuration not stated)	-2.0	15%	0.3%	-11%	-3%	-11%	2%	-10%	i
3	CC1(C)Cc2ccccc2C(=NCCCC(=O)O)N1	0.8	2%	-0.3%	-7%	-2%	-1%	-6%	1%	i
4	O=S(=O)(NC1CCCCC1)c1ccc(-c2csnn2)s1	1.8	-8%	-0.8%	?	-2%	-4%	-13%	-4%	i
5	N#Cc1c(NC(=O)CN2CCN(S(=O)(=O)c3ccc4c(c3)OCCO4)CC2)sc2c1CCC2	-0.2	8%	-0.5%	-8%	10%	-12%	6%	-8%	i
6	Oc1[nH]c(=S)sc1C=C1N=c2ccccc2=N1	-3.0	4%	8.1%	13%	-1%	53%[activator]	?	-13%	i
7	O=C(Nc1ccnn1C1CCN(Cc2cccnc2)CC1)c1ccccc1Cl	-0.6	-2%	-0.6%	13%	-22%	-3%	-6%	-26%	i
8	CCN(CC)CCN(C(=O)c1c(F)cccc1F)c1nc2cc(C)cc(C)c2s1	0.1	17%	-0.2%	13%	?	.	-2%	-70%	i
9	Cc1cc(NC(=O)c2cc(-c3cccs3)nc3ccccc23)no1	-3.7	14%	9.8%	-8%	2%	-16%	-12%	0%	i
10	Cc1cccc(NC(=O)CSCC(=O)Nc2ccc(S(=O)(=O)N3CCCC3)cc2)c1	-4.7	12%	2.2%	-28%	12%	-9%	1%	-6%	i
11	CCn1nnc(C(=O)O)c1C(=O)O	-1.9	9%	-0.4%	-1%	-1%	-9%	4%	-9%	i
12	NS(=O)(=O)c1ccc(NC(=O)COC(=O)CCc2ccc(S(=O)(=O)N3CCOCC3)cc2)cc1	-0.5	-2%	0.1%	12%	4%	.	9%	2%	i
13	O=C(COC(=O)c1cccnc1SC(F)F)NC1CC1	-0.6	0%	3.8%	6%	-1%	.	-2%	-6%	i
14	COc1ccc(N2CCN(C(=O)c3ccc(NS(=O)(=O)c4cccs4)cc3)CC2)cc1	-0.3	0%	2.8%	?	10%	0%[11.3 µM]	-4%	11%	i
15	CCc1ccc(-n2nc(CO)c(C(=O)NCC(c3ccccc3)c3ccccc3)n2)cc1	.	.	0.1%	13%	2%	.	0%	1%	.
16	Cc1ccccc1OCC(=O)NC1CCCCCCC1	-5.3	9%	2.9%	-3%	-3%	9%	4%	-8%	i
17	CCOc1c2ccc(C(=O)NCc3ccc(C(F)(F)F)cc3C(F)(F)F)cc2nn1C	0.3	-10%	-0.1%	?	?	-36%	-6%	-1%	i
18	Nc1nnc(SCC(=O)NC2CCCC2)s1	2.4	2%	-0.3%	-10%	-1%	5%	-3%	-1%	i
19	Cc1ccc(S(=O)(=O)N2C[C@H]3C(=O)C[C@@H](c4ccc(Cl)cc4)N(S(=O)(=O)c4ccc(C)cc4)[C@H]3C[C@H]2c2cccc3ccccc23)cc1	0.0	-10%	-1.1%	.	-1%	14%	.	7%	i
20	Cc1ccc(NC(=O)NC2C(NC(=O)Nc3ccc(C)cc3)N(C)C(=O)N2C)cc1 (configuration not stated)	-2.5	9%	0.3%	2%	8%	-9%	10%	-25%	i
21	CCOc1ccc2c(c1)C(c1ccc(C)cc1)=NNC(c1ccc(C)cc1)=N2	0.2	0%	-0.6%	-9%	0%	8%	-30%	-5%	i
22	CCCCOC(=O)n1c(=O)oc2cc(S(=O)(=O)N3CCCCC3)ccc21	0.6	0%	0.1%	3%	?	?	-4%[1.84 µM]	-40%	?
23	CCOC(=O)c1ccccc1NC(=O)CSc1nc(=O)[nH]c2c1CCC2	.	.	-0.3%	.	19%	.	-4%	4%	.
24	CC(=O)c1ccc(-c2nnc(CCC(=O)N(C)Cc3c(C)nc4ccccn34)o2)s1	-2.9	-2%	4.1%	-23%	-20%	-14%	2%	-18%	i
25	Cc1ccc(NC(=O)c2ccc(S(=O)(=O)N3CCCC3)cc2)nc1	-3.5	6%	-0.7%	-7%	5%	1%	-2%	1%	i

item	SMILES	IL2 activator	EPAC2 agonist	Nrf2 activator	Nrf2 inh	TGFb SMAD3 inh	ATXN2 expr inh	A549 tox	HepG2 tox	ATXN viability
26	COc1cc2c(cc1OC)/C(=C/C(=O)N1CCOCC1)NC(C)(C)C2	-3.0	3%	0.3%	.	?	0%	-7%	2%	i
27	CC(=O)Nc1ccc(S(=O)(=O)N(C)CC(=O)NCCOc2ccccc2)cc1	0.1	-4%	-0.3%	3%	-3%	6%	-2%	6%	i
28	COc1ccc(Cn2ccc3nc(C)c(C(=O)NCc4ccc(OC)cc4OC)cc3c2=O)cc1	.	.	0.2%	-8%	-26%	2%	-1%	-27%	i
29	COc1ccc(OC)c(S(=O)(=O)Nc2cccc(-c3ccc4nncn4n3)c2)c1	-3.5	4%	5.7%	-16%	14%	18%	-18%	-20%	i
30	Nc1nccc(-c2ccc(-n3cnc4ccccc43)cc2)n1	-4.3	13%	0.2%	-8%	-3%	26%	0%	-2%	i
31	COc1ccc(S(=O)(=O)n2c(CCN3CCOCC3)nc3ccccc32)cc1	-2.5	4%	11%	-20%	-24%	-25%	-6%	-17%	i
32	CCN(C(=O)CSc1nnc2c3ccccc3n(CC)c2n1)C1CCS(=O)(=O)C1 (configuration not stated)	0.1	-12%	-0.4%[9.22 µM]	-16%	0%	9%	4%	-5%	i
33	O=C(CCCOc1ccc(Cl)cc1Cl)NCCc1ccccn1	0.3	-4%	0.1%	10%	-15%	?	1%	-3%	?
34	CCOc1ccccc1NC(=O)CSc1nccn1Cc1ccc(F)cc1	.	.	-0.9%	.	-8%	.	11%	-27%	.
35	NC(=S)N/N=C/c1c(O)ccc2ccccc12	0.3	2%	0.2%	1%	?	.	-1%	-49%	?
36	COc1ccc(NC(=O)CN2CCN(c3nc(-c4cccc(OC)c4)cs3)CC2)cc1	-3.2	14%	-0.2%	?	-15%	?	-10%	-23%	i
37	O=C(CSc1nc2c(cnn2-c2cccc(Cl)c2)c(=O)[nH]1)NCC1CCCO1 (configuration not stated)	0.6	3%	-0.4%	-9%	10%	1%	1%	6%	?
38	Cc1csc(SCC(=O)NC(=O)NC(C)(C)C)n1	0.1	7%	1.6%	2%	-5%	-15%	-3%	-1%	.
39	CCN(C(=O)COC(=O)CNC(=O)c1ccc(C)cc1)c1c(N)n(Cc2ccccc2)c(=O)[nH]c1=O	0.0	6%	-0.1%	-1%	-1%	2%	-1%	0%	i
40	Cc1c(Cl)cccc1NC(=O)COC(=O)Cc1ccsc1	0.1	2%	-0.4%	7%	19%	-1%	0%	-16%	i
41	O=C(NCc1ccco1)c1ccccc1Br	-1.0	0%	0.1%	-14%	-1%	-6%	-9%	-6%	i
42	CN(C)CC(C)(C)CNS(=O)(=O)CC12CCC(CC1=O)C2(C)C (configuration not stated)	-2.2	-5%	0.1%	?	-3%	-4%	8%	-9%	i
43	COc1cc(OC)c(NS(=O)(=O)c2coc(C(N)=O)c2)cc1Cl	1.5	8%	-0.3%	10%	-1%	-2%	3%	-3%	i
44	COc1ccc(-c2csc3ncnc(Nc4cccc(OC)c4)c23)cc1	.	.	-0.7%	.	?	?	18%	-22%	i
45	CCCc1cc(=O)oc2cc(C)cc(OCC(=O)NCC(O)c3ccccc3)c12 (configuration not stated)	-3.8	-3%	-0.6%	0%	-2%	-1%	-4%	-1%	i
46	COc1ccc2ccc(=O)oc2c1CC(=O)C(C)C	-0.2	4%	2.2%	4%	13%	3%	1%	-1%	i
47	Cc1cc(C)c2c(=O)n3c(nc2c1)C(C)NC(=O)c1cccnc1-3 (configuration not stated)	-1.7	4%	3.5%	.	-3%	7%	.	-7%	?
48	COc1cc(NC(=O)c2cccc(F)c2)ccc1NC(=O)c1cc2ccccc2o1	-3.4	1%	-0.9%&0.2%	?	3%&27%	?	0%&-1%	1%&3%	i
49	Cc1ccc(S(=O)(=O)N2CCC(=O)N(C(COCc3cccc(C(F)(F)F)c3)Cc3ccccc3)CC2)cc1 (configuration not stated)	-0.5	-4%	0.9%	-15%	-20%	3%	-6%	-23%	?
50	CCOC(=O)c1ccc(NC(=O)NCc2c(C)nn(CC)c2C)cc1	-0.2	-1%	0.2%	-8%	-6%	-2%	-1%	-6%	i

# By substructure, the entries above containing a COOH group (two)
item	SMILES	IL2 activator	EPAC2 agonist	Nrf2 activator	Nrf2 inh	TGFb SMAD3 inh	ATXN2 expr inh	A549 tox	HepG2 tox	ATXN viability
3	CC1(C)Cc2ccccc2C(=NCCCC(=O)O)N1	0.8	2%	-0.3%	-7%	-2%	-1%	-6%	1%	i
11	CCn1nnc(C(=O)O)c1C(=O)O	-1.9	9%	-0.4%	-1%	-1%	-9%	4%	-9%	i

# Continuation.
item	SMILES	IL2 activator	EPAC2 agonist	Nrf2 activator	Nrf2 inh	TGFb SMAD3 inh	ATXN2 expr inh	A549 tox	HepG2 tox	ATXN viability
51	O=C(Nc1ccccc1N(C(=O)c1ccco1)S(=O)(=O)c1cccs1)c1ccco1	-0.8	-3%	-0.2%	-16%	-28%	-10%	-13%	-35%	?
52	CC(C)CC(NS(=O)(=O)OCC(Cl)(Cl)Cl)c1ccccc1 (configuration not stated)	-3.4	-9%	-3.3%	?	?	?	?	-103%	.
53	Cc1ccc(C(=O)C[n+]2cccc3cc(C)ccc32)cc1	0.3	0%	0.6%	-11%	33%[activator]	?	-4%	0%	i
54	Cc1nn(CC(=O)NCCCN2C(C)CCCC2C)c(=O)c2cc3occc3n12 (configuration not stated)	-3.4	-3%	-0.4%	18%	2%	1%	-3%	-1%	i
